IL1B NFkB pot = enhances IL-1B driven NFkB nuclear translocation; HUVEC IL-1B NFkB p65 nuclear translocation imaging; activation, % at 2 µM; hit rate 0.3% among 94,000;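 active = activation above 40%, about the mean plus 3 SD, also judged a hit on visual image review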;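 note: percent activation is computed from the nuclear over cytoplasmic p65 intensity ratio; values of inactives mirror those of a sister screen read the other way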
Bcl-B TR3 displacers = displacers of TR3 peptide from Bcl-B, primary screen, selectivity assay for Bfl-1 inhibitor project, biochemical, fluorescence polarization. FP displacement of FITC-TR3 peptide from Bcl-B; higher % means a stronger effect. displacement, % at 20 µM; hits with a dose series show IC50 in µM. hit rate 0.11% among 96,000;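 active = displacement above 50% at 20 µM plus a fluorescence interference ratio under 1.5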;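 note: plate controls were wells without compound for no effect and wells lacking Bcl-B protein for full effect; a part of the inactive calls stands beside numbers as strong as those of hits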
PLAP inhibition = inhibition of human placental alkaline phosphatase – biochemical, luminescence, HTS (AID 690). purified PLAP, luminescent substrate; higher % means a stronger effect. inhibition, % at 20 µM, or IC50 in µM where a hit was titrated. hit rate 0.08% among 96,000; in the data active = a potency from the dose series; inactive = the rest, 99 in 100 with inhibition below about 30%; note: strong numbers were not always called active
IL1B NFkB inh = blocks IL-1B driven NFkB nuclear translocation in HUVEC cells; hit rate 0.43% among 94,000; inhibition, % at 2 µM; HUVEC IL-1B NFkB p65 nuclear translocation imaging;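 active = inhibition above about 30% together with a positive call from visual inspection of the well image, limit read from the data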;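 note: nuclear over cytoplasmic p65 intensity ratio measured by imaging; 0% = IL-1B stimulated DMSO wells and 100% = unstimulated DMSO wells; values of inactives mirror those of a sister screen read the other way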
MRP resist rev = reverses drug resistance mediated by MRP. differential viability (reversal), % at 10 µM. H69AR cells + 2 uM doxorubicin, CellTiter-Glo, 72 h. hit rate 0.04% among 85,000. AID 602;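 active = viability drop by adding the cancer drug above about 55%, with treated viability meeting a 40% cutoff, limit read from the data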;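 note: viability without doxorubicin minus viability with 2 µM doxorubicin for each compound; larger differential means the compound sensitizes cells more to doxorubicin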
MRP resist rev cytotoxicity = recorded beside MRP resist rev, whose call it bears; viability, %; H69AR cells, CellTiter-Glo, 72 h; measured here: cytotoxicity without doxorubicin
MRP resist rev with doxorubicin = recorded beside MRP resist rev, whose call it bears; viability, %; measured here: viability with 2 uM doxorubicin; hits give low values
IL1B NFkB inh cell count 2 µM = recorded beside IL1B NFkB inh, whose call it bears; cell count; measured here: cells passing quality filter;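 raw number of nuclei counted in each imaged well without normalization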
IL1B NFkB pot cell count 2 µM = second read-out of IL1B NFkB pot, no call of its own (marks repeat the call); cell count; measured here: cells passing quality filter
* = called active by the depositor; / = no result given. These rows are one share of the data, so the mix of outcomes need not match the whole.

SMILES | IL1B NFkB pot | IL1B NFkB pot cell count 2 µM | Bcl-B TR3 displacers | PLAP inhibition | IL1B NFkB inh | IL1B NFkB inh cell count 2 µM | MRP resist rev | MRP resist rev cytotoxicity | MRP resist rev with doxorubicin
CCCS(=O)(=O)n1nc(-c2ccc(C)cc2)cc1N | -8 | 168 | -2% | 24% | 8 | 168 | 0 | 89 | 89
c1ccc(Cc2nn3c(-c4ccncc4)nnc3s2)cc1 | -12 | 77 | 4% | 18% | 12 | 77 | -16 | 54 | 70
Cc1ccccc1OCC(=O)NC1=NCCS1 | 12 | 150 | -8% | 11% | -12 | 150 | / | / | /
CC(C)Oc1ccc(S(=O)(=O)N(C(C)C)C(C)C)cn1 | 22 | 109 | / | / | -22 | 109 | 7 | 86 | 79
O=S(=O)(Cc1ccccc1)N1CCc2ccccc21 | 10 | 148 | -70% | 28% | -10 | 148 | -29 | 28 | 57
Cc1ccc2c(c1)N(CCC(=O)NCC1CCCO1)C(=O)CO2 (configuration not stated) | 8 | 166 | 0% | -11% | -8 | 166 | 7 | 98 | 91
COc1ccc(CCNC(=O)CCS(=O)(=O)c2cccc3nsnc23)cc1OC | / | / | -3% | 16% | / | / | 9 | 97 | 88
CC(C)NC(=O)c1ccccc1NC(=O)C1CCCO1 (configuration not stated) | 0 | 166 | -10% | 13% | 0 | 166 | 4 | 95 | 91
O=C(NCc1ccccc1)c1ccc(/C=N/O)nc1 | / | / | 2% | -63% | / | / | -16 | 84 | 100
CCOC(=O)C1=C(c2ccccc2)N=C2SCC(=O)N2C1c1ccc(OC)c(OC)c1 (configuration not stated) | 8 | 164 | -1% | -58% | -8 | 164 | 20 | 100 | 81
O=C(O)c1cn(-c2ccccc2)nc1C(=O)O | -2 | 156 | / | / | 2 | 156 | -16 | 83 | 98
O=C1NC2(CCCCC2)NN1c1ccccc1 | 9 | 62 | -6% | 2% | -9 | 62 | -9 | 97 | 105
Cc1ccc(OC(=O)CCC(=O)OCCCC(F)(F)C(F)(F)F)cc1 | 31 | 166 | -3% | 10% | -31 | 166 | -2 | 93 | 95
CCCOC(=O)c1cc(-c2ccc(/C=C3/C(=O)N(C)C(=O)C(C#N)=C3C)o2)ccc1Cl | 14 | 122 | / | / | -14 | 122 | -23 | 75 | 99
O=C1/C(=C/c2ccccc2)CCCc2ccccc21 | -15 | 155 | -8% | 21% | 15 | 155 | -11 | 81 | 91
COc1ccc(C(=O)N2CCN(c3ccc(C)c(C)c3)CC2)cc1OC | -15 | 162 | 1% | -58% | 14 | 162 | 12 | 97 | 85
COc1cccc(CNCCc2c[nH]c3ccccc23)c1OCc1ccc(F)cc1 | 12 | 196 | 2% | -60% | -12 | 196 | / | / | /
CN(C)/C=N/c1ncc(C(=O)c2ccc(Cl)cc2)s1 | 4 | 178 | 8% | 7% | -4 | 178 | / | / | /
CCN(CCCNC(=O)c1ccc(N2CCCC2=O)cc1)c1cccc(C)c1 | 36 | 145 | -3% | -37% | -36 | 145 | 2 | 93 | 92
Cc1cc(N2CCOCC2)cc(C)[n+]1[O-] | 40* | 157* | 5% | 7% | -40 | 157 | -17 | 84 | 101
CCCOc1ccc(C2C(C(=O)c3ccc(C)o3)=C(O)C(=O)N2CCN2CCOCC2)cc1OC (configuration not stated) | 4 | 108 | -7% | -50% | -4 | 108 | 4 | 90 | 86
CC(C)(C)NC(=O)C(c1ccccc1)N(Cc1cccs1)C(=O)c1csnn1 (configuration not stated) | -1 | 107 | / | / | 0 | 107 | 0 | 78 | 78
Cc1ccc(CSc2nc3ccccc3c(=O)n2Cc2ccco2)cc1 | 11 | 126 | / | / | -11 | 126 | 4 | 83 | 79
COC(=O)c1cc(NC(=O)CC2NCCNC2=O)cc(C(=O)OC)c1 (configuration not stated) | -7 | 111 | -6% | -38% | 6 | 111 | 8 | 99 | 91
COC(=O)CSc1nc(SCc2ccccc2Cl)nc2c1CCCC2 | -6 | 143 | 8% | 4% | 6 | 143 | / | / | /
COc1ccc(CSc2nc(C)cc(=O)[nH]2)cc1Br | -4 | 113 | -9% | -12% | 4 | 113 | 16 | 82 | 66
c1ccc(Nc2ccccc2Nc2ccccn2)nc1 | 15 | 138 | / | / | -15 | 138 | -5 | 89 | 94
NC(=O)c1ccsc1NC(=O)COC(=O)Cc1ccsc1 | 10 | 138 | 8% | 0% | -10 | 138 | 8 | 90 | 82
CCOC(=O)N1CCN(c2ncnc3c2oc2nc(C(C)C)c4c(c23)CCC4)CC1 | / | / | 1% | -44% | / | / | -22 | 48 | 70
COCCCNC(=O)c1cccn2c(=O)c3cc4ccccc4cc3nc12 | 13 | 163 | 30% | -30% | -13 | 163 | -7 | 51 | 58
O=C(Cc1ccc(-n2c(=S)[nH]c3ccccc3c2=O)cc1)N1CCC(N2CCCCC2)CC1 | 1 | 154 | -4% | -62% | -1 | 154 | -7 | 78 | 85
Cc1cccc(N(CC(N)=O)C2SC(=O)N(c3ccccc3)C2=O)c1 (configuration not stated) | 18 | 137 | 1% | 0% | -18 | 137 | 0 | 97 | 97
Oc1ccccc1Nc1ncnc2c1oc1ccccc12 | 22 | 64 | -1% | 14% | -22 | 64 | -6 | 98 | 104
Cc1nc2ccccc2n1S(=O)(=O)c1ccc(S(=O)(=O)N2CCCCCC2)cc1 | 9 | 182 | 39% | -52% | -9 | 182 | -11 | 65 | 76
CCSc1cc(N2CC(C)OC(C)C2)nc(-c2ccccc2Cl)n1 (configuration not stated) | 17 | 135 | 10% | -70% | -17 | 135 | / | / | /
CCC(C)NC(=O)CSc1nc2ccsc2c(=O)n1NC(=O)c1ccccc1 (configuration not stated) | 14 | 149 | 8% | 0% | -14 | 149 | -6 | 83 | 89
CC(=O)n1c2ccccc2c2ccccc21 | 1 | 139 | -1% | 17% | -1 | 139 | / | / | /
CCc1ccc2nc3c(c(C(=O)O)c2c1)CCC3 | 2 | 112 | 2% | 8% | -2 | 112 | -9 | 91 | 100
CCC(C(=O)NC1CCCC1)N(Cc1cccs1)C(=O)Cn1nnc(-c2ccc(OC)c(OC)c2)n1 (configuration not stated) | 23 | 130 | / | / | -23 | 130 | -2 | 81 | 82
COc1ccc(C(=O)CSc2cc(C)nc3nc(C)nn23)cc1OC | / | / | -2% | 20% | / | / | -7 | 77 | 83
COC(=O)c1ccc(CSc2ncnc3c2sc2nc(N4CCOCC4)c4c(c23)CCCC4)o1 | -3 | 155 | / | / | 3 | 155 | 14 | 106 | 92
CCCCC[n+]1ccn(-c2nc3ccccc3nc2[N-]S(=O)(=O)c2ccc(C)cc2)c1 | -98 | 28 | 20% | -21% | 98* | 28* | 9 | 76 | 66
CCOC(=O)N1CCN(C(=O)Nc2ccc3nc(C)c(C)nc3c2)CC1 | 0 | 77 | -7% | -61% | 2 | 77 | -1 | 80 | 81
CCN(CC)c1ccc(-c2nn3c(-c4cccnc4)nnc3s2)cc1 | -13 | 112 | 0% | -70% | 13 | 112 | / | / | /
CN(C)c1cccc(N=C2C=C(N3CCOCC3)CC(C)(C)C2)c1 | 3 | 172 | 11% | 29% | -3 | 172 | 0 | 90 | 90
Cc1ccc(-c2nc3ccc(C(=O)O)cc3nc2-c2ccc(C)cc2)cc1 | 12 | 203 | 0% | -22% | -12 | 203 | / | / | /
CCSc1nnc(NC(=O)C(C)C)s1 | / | / | -4% | 9% | / | / | 6 | 107 | 101
CCn1nc(NC(=O)c2ccncc2)c2cc3ccccc3nc21 | 4 | 117 | -2% | 16% | -4 | 117 | 1 | 100 | 99
Cc1nc(CCNC(=O)Cc2ccc(Cl)cc2)cs1 | -3 | 165 | -4% | -7% | 3 | 165 | 10 | 104 | 94
CC(C)CCCNc1nc(N2CCOCC2)nc(N2CCOCC2)n1 | / | / | 0% | -22% | / | / | 1 | 86 | 85

(listing goes on)
SMILES | IL1B NFkB pot | IL1B NFkB pot cell count 2 µM | Bcl-B TR3 displacers | PLAP inhibition | IL1B NFkB inh | IL1B NFkB inh cell count 2 µM | MRP resist rev | MRP resist rev cytotoxicity | MRP resist rev with doxorubicin
CCC(c1nnnn1C(C)(C)C)N(Cc1cc2cccc(C)c2n2nnnc12)C1CCCC1 (configuration not stated) | -11 | 129 | / | / | 11 | 129 | -10 | 79 | 89
CN1C(=O)C2(C(C#N)=C(N)N(c3cc(Cl)cc(Cl)c3)C3=C2C(=O)CCC3)c2ccccc21 (configuration not stated) | -6 | 141 | -4% | -75% | 6 | 141 | / | / | /
O=C(CSc1nc2ccccc2[nH]1)c1ccc(Cl)s1 | 7 | 146 | -22% | 0% | -7 | 146 | 17 | 110 | 93
CC1CC(C)CN(S(=O)(=O)c2ccc(C(=O)NCCCn3ccnc3)cc2)C1 (configuration not stated) | / | / | 5% | -5% | / | / | -1 | 3 | 3
O=C(CSc1nnc(Nc2ccccc2)s1)NCc1ccco1 | 20 | 174 | -3% | 25% | -20 | 174 | -15 | 103 | 118
CN1CCC(N(C)CC(=O)Nc2cccc(Oc3ccccc3)c2)CC1 | 13 | 108 | -2% | -21% | -13 | 108 | 9 | 93 | 84
CCOC(=O)c1cc2c(ccn2-c2ccc(F)cc2)n1CC(=O)N1CCN(C(=O)c2ccco2)CC1 | -2 | 120 | -2% | 12% | 2 | 120 | -21 | 22 | 42
CCOC(=O)c1c(NC(=S)Nc2ccccc2)sc2c1CCN(CCc1ccccc1)C2 | 1 | 141 | -152% | -11% | -1 | 141 | / | / | /
CCCCCn1c(Sc2nc3ccccc3s2)nc2c1c(=O)[nH]c(=O)n2C | 14 | 155 | -3% | -45% | -14 | 155 | -16 | 66 | 82
CCCCc1cc(=O)oc2c(CN(CC)CC)c(O)c(Cl)cc12 | -2 | 169 | -2% | -37% | 2 | 169 | 23 | 113 | 91
COCCn1c(SCC(=O)NC(=O)NC(C)C)nc2ccccc21 | -5 | 177 | -7% | -9% | 5 | 177 | 0 | 99 | 99
Cc1cc(C(=O)COc2ncnc3sccc23)c(C)n1C | 4 | 104 | 11% | 2% | -4 | 104 | 14 | 104 | 90
Cc1cc(C(=O)N(C)CC(=O)Nc2ccccc2C(F)(F)F)c(C)o1 | 0 | 141 | 0% | -13% | 0 | 141 | -21 | 41 | 63
CN(C)CCNC(=S)Nc1cccc(Cl)c1 | -8 | 143 | -3% | -11% | 8 | 143 | / | / | /
Cc1ccc(C)c(NC(=S)N2CCC(N(C)CC3CCCO3)CC2)c1 (configuration not stated) | 20 | 164 | -1% | -1% | -20 | 164 | 4 | 97 | 94
COc1ccc(-n2nnnc2-c2ccccc2)cc1 | / | / | -4% | 37% | / | / | -27 | 20 | 46
O=C(Cn1cnc2c(cnn2-c2ccccc2)c1=O)N1CCOCC1 | / | / | -3% | 4% | / | / | -10 | 92 | 102
CC1CCN(c2nc(-c3ccccc3)c(C#N)c(=O)[nH]2)CC1 | / | / | 3% | -2% | / | / | 8 | 86 | 78
COc1cc(/C=C2/N=C(c3ccccc3F)OC2=O)cc(Cl)c1OS(C)(=O)=O | 20 | 186 | -1% | -18% | -20 | 186 | / | / | /
O=S(=O)(c1ccc(Cl)cc1)N1CCC(n2cnc3cc(C(F)(F)F)ccc32)CC1 | 31 | 101 | / | / | -31 | 101 | -9 | 35 | 44

In the list so far, these have a cyano group.
SMILES | IL1B NFkB pot | IL1B NFkB pot cell count 2 µM | Bcl-B TR3 displacers | PLAP inhibition | IL1B NFkB inh | IL1B NFkB inh cell count 2 µM | MRP resist rev | MRP resist rev cytotoxicity | MRP resist rev with doxorubicin
CCCOC(=O)c1cc(-c2ccc(/C=C3/C(=O)N(C)C(=O)C(C#N)=C3C)o2)ccc1Cl | 14 | 122 | / | / | -14 | 122 | -23 | 75 | 99
CN1C(=O)C2(C(C#N)=C(N)N(c3cc(Cl)cc(Cl)c3)C3=C2C(=O)CCC3)c2ccccc21 (configuration not stated) | -6 | 141 | -4% | -75% | 6 | 141 | / | / | /
CC1CCN(c2nc(-c3ccccc3)c(C#N)c(=O)[nH]2)CC1 | / | / | 3% | -2% | / | / | 8 | 86 | 78

Screens from PubChem BioAssay.
